OXTR potentiator: human OXTR potentiators, primary screen, fluorescence, CHO-OTR cells, Fluo-8 calcium. Oxytocin receptor (Homo sapiens), P30559. Fluo-8 calcium fluorescence, potentiator mode; 0% = oxytocin EC15, 100% = EC100. activation, % at 3 µM. hit rate 0.061% among 320,000. AID 2445, 2010;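 active = activation above that plate's cutoff, the mean activation of tested compounds plus 3 SD, cut at about 6.6% in these data, passing the limit was not always enough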;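 note: 100% uses oxytocin at 75 nM as the full agonist control; some results filed as inactive read as strong as hits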
Target sequence (P30559 whole entry, looked up): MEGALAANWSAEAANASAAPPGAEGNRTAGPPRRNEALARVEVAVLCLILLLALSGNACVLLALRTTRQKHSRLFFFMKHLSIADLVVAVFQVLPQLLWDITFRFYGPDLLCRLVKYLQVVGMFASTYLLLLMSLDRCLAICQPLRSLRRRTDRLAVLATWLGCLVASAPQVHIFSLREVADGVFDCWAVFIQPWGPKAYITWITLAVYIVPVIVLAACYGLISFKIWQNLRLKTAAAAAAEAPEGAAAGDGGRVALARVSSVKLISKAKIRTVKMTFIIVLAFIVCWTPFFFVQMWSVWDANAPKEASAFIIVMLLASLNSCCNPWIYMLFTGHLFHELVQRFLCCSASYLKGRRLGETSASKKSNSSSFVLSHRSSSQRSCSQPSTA
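Measured by – Fluo-8 calcium dye fluorescence · Test system – human OTR in CHO cells · Dosing – one concentration, 3.0 µM compound · Controls – EC15 oxytocin alone as 0%, 75 nM oxytocin as 100% · Evaluation – normalized max/min fluorescence ratio, % activation · Timing – 6 min pre-incubation, 100 s read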
CHRM4 agonist: human M4 muscarinic receptor agonists, primary screen, CHO-K1 cells, Fluo-8 calcium fluorescence. AID 624127, 2012. hit rate 0.14% among 360,000. activation, % at 3 µM. Muscarinic acetylcholine receptor M4 (Homo sapiens), P08173. CHO-K1 hM4/Gqi5; vehicle 0%, full acetylcholine response 100%;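 active = activation above the run mean over all test wells plus 3 SD, cut at about 32% in these data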;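 note: peak over basal fluorescence ratio per well then scaled between controls; 0% = DMSO wells and 100% = acetylcholine at EC100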
Target sequence (P08173 whole entry, looked up): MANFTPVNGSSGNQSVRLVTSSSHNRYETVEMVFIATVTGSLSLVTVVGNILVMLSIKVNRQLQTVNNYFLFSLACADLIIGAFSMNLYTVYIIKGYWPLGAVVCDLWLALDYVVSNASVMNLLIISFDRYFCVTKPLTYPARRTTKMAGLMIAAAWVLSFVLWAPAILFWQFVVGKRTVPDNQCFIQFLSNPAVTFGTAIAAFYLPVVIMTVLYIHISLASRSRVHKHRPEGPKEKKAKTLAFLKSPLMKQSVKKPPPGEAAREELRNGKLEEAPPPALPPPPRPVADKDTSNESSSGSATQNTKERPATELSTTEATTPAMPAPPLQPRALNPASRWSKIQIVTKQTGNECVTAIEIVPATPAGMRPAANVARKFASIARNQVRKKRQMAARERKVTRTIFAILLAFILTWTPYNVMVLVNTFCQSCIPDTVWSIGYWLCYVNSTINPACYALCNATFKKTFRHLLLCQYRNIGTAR
M1 ag parental: counter-screen for M1 agonists: effect in parental CHO-K1 cells | activation, % at 3 µM | Fluo-8 calcium fluorescence; scaled to maximal ATP response, vehicle zero | hit rate 0.48% among 360,000; in the data active = activation above about 15%;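 note: untransfected CHO-K1 host cells lacking M1 receptor as counterscreen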
CHO parental Ca: ATP-evoked calcium signal inhibitors, parental CHO, primary screen, counter-screen for OX1R antagonist project, cell-based, fluorescence, Fluo-8 calcium dye | inhibition, % at 5.6 µM | hit rate 0.63% among 330,000 | parental CHO-K1, ATP-induced calcium, Fluo-8 fluorescence;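 active = inhibition above that plate's mean sample inhibition plus 3 SD, cut at about 26% in these data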;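 note: 0% = ATP-challenged DMSO wells and 100% = DMSO wells without ATP; some compounds past the cut are filed as inactive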
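Assay system: parental CHO cells; Read-out basis: percent inhibition of ATP-evoked calcium rise, normalized to controls; Benchmarks: ATP and no-ATP DMSO wells; Compound dosing: single nominal dose of 5.6 µM per compound; Signal: Fluo-8 calcium dye fluorescence; Also added: ATP as calcium-mobilizing challenge; Repeats: singlicate.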
M1 ag: human M1 muscarinic receptor agonists, primary screen, Fluo-8 calcium fluorescence, CHO-K1 cells, HTS; CHO-K1 hM1, agonist mode; 0% DMSO, 100% acetylcholine EC100; activation, % at 3 µM; hit rate 0.33% among 360,000;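 active = activation above the run's mean compound activation plus 3 SD, cut at about 16% in these data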;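 note: peak over basal fluorescence ratio within a 140 s kinetic read after compound addition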
CHRM1 PAM: human M1 muscarinic receptor positive allosteric modulators, primary screen, CHO-K1 cells, Fluo-8 calcium fluorescence, 1536-well. Muscarinic acetylcholine receptor M1 (Homo sapiens), P11229. CHO-K1 hM1, ACh EC20; 0% = ACh EC20, 100% = maximal ACh. activation, % at 3 µM. hit rate 0.088% among 360,000. AID 588819, 2011; in the data active = activation above about 19%, passing the limit was not always enough
CHO-K1 Ca antag: nonselective inhibitor or artifact in parental CHO-K1 cells; ATP-induced calcium, Fluo-8 fluorescence; inhibition, % at 3 µM; hit rate 0.6% among 360,000; AID 602250;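 active = inhibition above a per-plate cutoff, the plate's mean sample inhibition plus 3 SD, cut at about 24% in these data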;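 note: 0% = DMSO plus EC80 ATP and 100% = DMSO alone without ATP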
CHRM1 antagonist: human M1 muscarinic receptor antagonists, primary screen, CHO-K1 cells, Fluo-8 calcium fluorescence, 1536-well; Muscarinic acetylcholine receptor M1 (Homo sapiens), P11229; CHO-K1 hM1, ACh EC80 antagonist; inhibition, % at 3 µM; hit rate 1.3% among 360,000; AID 588852, 2011;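 active = percent inhibition above its own plate's cutoff, namely the mean of that plate's compound wells plus 3 SD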;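 note: peak over basal fluorescence ratio during 140 s after agonist addition; 0% = ACh EC80 plus DMSO and 100% = DMSO alone without agonist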
CHRM4 antagonist: human M4 muscarinic receptor antagonists, primary screen, CHO cells, Fluo-8 calcium fluorescence; CHO-hM4 cells, ACh EC80; inhibition, % at 3 µM; hit rate 0.73% among 360,000; Muscarinic acetylcholine receptor M4 (Homo sapiens), P08173;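 active = inhibition above its plate's cutoff, the mean inhibition of sample wells plus 3 SD, cut at about 27% in these data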;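 note: 0% = acetylcholine EC80 with DMSO and 100% = DMSO without agonist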
* = called active by the depositor; · = no result given. This is a random part of the collection (roughly 2.9% active in at least one column).

SMILES | OXTR potentiator | CHRM4 agonist | M1 ag parental | CHO parental Ca | M1 ag | CHRM1 PAM | CHO-K1 Ca antag | CHRM1 antagonist | CHRM4 antagonist
CCc1ccccc1NC(=O)Nc1cccn(Cc2ccc(F)cc2)c1=O | -1.4 | 2.0 | 0.4 | -21.9 | -10.0 | -5.4 | 1.3 | 2.5 | -9.2
CN(C)C(CNc1ccc(C(F)(F)F)cc1[N+](=O)[O-])c1ccccc1 (stereo unspecified) | -11.7 | -2.8 | -0.1 | -32.2 | -12.2 | 0.5 | -24.5 | -12.1 | 14.1
CC(C)(C)OC(=O)N1CCCC(C(=O)Nc2cccc(C(=O)NC3CC3)c2)C1 (stereo unspecified) | · | 2.2 | 1.9 | · | -1.8 | 9.6 | -5.4 | -16.8 | 2.0
Cc1ccc(NC(=O)C(=O)NCc2ccccn2)cc1 | -5.4 | 0.8 | -0.3 | -9.7 | -4.9 | -3.5 | 9.8 | 1.6 | 4.0
Cc1nc(NCCc2ccccc2)sc1C(=O)O | -18.5 | 5.4 | 0.1 | -21.5 | -5.5 | 8.9 | -6.0 | -8.9 | -5.2
CCC1CCCCN1C(=O)COC(=O)c1cc(=O)[nH]c2ccccc12 (stereo unspecified) | -8.9 | 2.6 | 2.0 | -18.9 | -1.7 | 1.9 | -12.4 | 2.0 | 4.8
CNS(=O)(=O)c1cccc(C(=O)OCC(=O)NCCCc2ccccc2)c1 | 0.2 | 3.0 | 1.5 | 0.0 | 0.0 | 9.2 | -3.1 | -17.1 | -12.9
COc1ccc(Br)c(C(=O)OCC(=O)N2CCC(Cc3ccccc3)CC2)c1 | · | 9.1 | -0.4 | · | -0.9 | 7.1 | -2.7 | -7.1 | -14.6
Cc1cccn2c(=O)c3cc(C(=O)NC4CCCC4)c(=N)n(C4CCCCC4)c3nc12 | -9.7 | 0.8 | 5.5 | -16.3 | -8.5 | 4.8 | -6.8 | -3.5 | 6.8
COCCCNC(NC(=O)c1ccc(OC)cc1)C(Cl)(Cl)Cl (stereo unspecified) | -13.4 | 3.3 | 3.1 | -12.5 | 0.9 | 4.2 | -15.1 | 2.6 | 3.6
CC(=O)Nc1nc2c(C)c(Cl)ccc2s1 | -6.2 | 1.9 | 1.9 | 11.1 | -4.8 | -0.6 | 7.8 | 7.7 | 3.3
COc1ccc(C(=O)Nc2nc(-c3ccccn3)cs2)cc1S(=O)(=O)N1CCOCC1 | -8.0 | 15.3 | 3.9 | -14.5 | 3.8 | 19.4 | -6.0 | -5.3 | -5.1
COc1ccc(CNc2nc3ccc(C)cc3s2)c(OC)c1OC | 2.3 | 1.1 | 2.1 | -18.3 | 1.0 | 1.1 | -9.6 | 2.9 | -5.3
CC(Sc1nc(N2CCOCC2)c2c(c1C#N)CC(C)(C)OC2)C(=O)Nc1ccccc1 (stereo unspecified) | · | 1.2 | 0.3 | · | -5.6 | 9.1 | -4.1 | -7.3 | 0.8
NC(=O)c1nsc(C(=O)N(c2ccccc2)C(C(=O)NCC2CCCO2)c2ccc3ncccc3c2)c1N (stereo unspecified) | -7.9 | 11.1 | 2.9 | -25.4 | -5.9 | -1.8 | 0.8 | 12.9 | 13.1
O=C(Nc1ccc(-n2cnnn2)cc1)C1CCC1 | -12.7 | 0.2 | 2.8 | -6.4 | -3.0 | 8.5 | -4.5 | -9.5 | -2.1
O=c1[nH]nc(Sc2ccccc2)c(=S)[nH]1 | · | 1.3 | 0.4 | · | -1.7 | -0.8 | -18.9 | -3.6 | -8.4
CN(CC(=O)Nc1cccnc1)S(=O)(=O)c1cc(Cl)ccc1Cl | 2.8 | 1.4 | 1.3 | -3.8 | -2.5 | 3.3 | -24.5 | -10.9 | 4.1
CCN(CCNC(=O)c1cccc(N2CCCC2=O)c1)c1ccccc1 | -14.4 | 4.6 | 1.3 | -4.6 | -4.3 | 4.9 | -12.5 | -7.3 | -11.3
CSc1nc(C)cc(-n2cc(F)c(=O)[nH]c2=O)n1 | 0.3 | -0.3 | 0.1 | -14.0 | 0.5 | 21.3 | 3.1 | -17.4 | -2.5
CC(/C=C/c1ccccc1)=N\NC(=O)CCc1ccccc1 | -8.6 | -1.4 | 10.3 | 5.5 | -4.7 | 9.8 | -10.3 | -11.1 | 15.0
Cc1cc(C)c(NC(=O)CNC(=O)c2cc(C3CC3)nn2-c2ccccc2)c(C)c1 | 0.0 | 0.9 | -0.2 | -14.0 | -9.1 | -1.2 | -12.3 | 0.3 | -14.3
CCCCCC(O)CCCC(=O)O (stereo unspecified) | · | 0.0 | -0.1 | · | -3.5 | -1.7 | -3.3 | -30.1 | 4.0
O=C(CC1SCCNC1=O)Nc1ccc(F)c(Cl)c1 (stereo unspecified) | -5.9 | 3.2 | 12.7 | 11.1 | -2.7 | 5.1 | -6.3 | 9.7 | -7.6
CC1CN(CC(=O)Nc2ccc([N+](=O)[O-])cc2Br)CC(C)O1 (stereo unspecified) | -6.3 | -0.9 | 0.8 | -0.8 | -3.4 | 0.1 | -13.6 | 1.7 | 5.2
CC(=O)c1sc2nc(-c3ccccc3)cc(C)c2c1N | 3.5 | 21.3 | 1.0 | -16.0 | -2.7 | 7.4 | 5.1 | -12.6 | 12.9
CCOc1ccccc1NC(=O)[C@@H](NC(=O)c1cccc(S(=O)(=O)N2CCOCC2)c1)C(C)C | -4.2 | 0.9 | 3.3 | -22.2 | -5.1 | 5.8 | -12.0 | -1.2 | 3.0
O=C(Oc1cccc(Br)c1)c1cccnc1 | -5.7 | 0.9 | -0.2 | -1.4 | -4.5 | -0.8 | -12.3 | 3.7 | -11.7
Cn1cc(CN2CCC(C(=O)NC(c3ccc(-c4ccccc4)cc3)c3cnccn3)CC2)c2ccccc21 (stereo unspecified) | · | 29.2 | 6.9 | · | 1.9 | -5.2 | -15.4 | 8.1 | 28.1*
COc1ccc(C(=O)Nc2ccnn2C2CCN(CC3CC=CCC3)CC2)cc1 (stereo unspecified) | · | -0.2 | 0.4 | · | -4.8 | -1.5 | -1.8 | 4.8 | 15.9
O=C(OCC#CCSc1nnc(-c2cccc3ccccc23)o1)c1cnc[nH]1 | -10.6 | 24.8 | 12.8 | -7.2 | -1.1 | -12.4 | -12.3 | 8.4 | -11.7
Cc1ccc(OCC(O)Cn2c(N)nc3c2c(=O)n(C)c(=O)n3C)cc1 (stereo unspecified) | -7.5 | 5.4 | 2.6 | -3.6 | 0.3 | 3.9 | -11.6 | -2.9 | -14.4
CC1CN(c2oc(-c3ccco3)nc2C#N)CC(C)O1 (stereo unspecified) | -3.9 | 1.2 | 0.0 | -13.2 | -2.1 | 6.7 | -13.2 | -10.1 | -2.8
CCOC(=O)c1ccc(NS(=O)(=O)c2c(C)n(C)c(=O)n(C)c2=O)cc1 | -6.9 | 2.0 | 0.0 | -13.5 | -4.5 | 11.8 | 10.8 | -14.8 | -16.4
O=C1CC(c2ccccc2)=NO1 | · | -0.2 | 0.0 | · | -1.0 | -0.6 | 3.6 | -3.7 | 1.5
CSCCC(NC(=O)C1CCC(C)CC1)C(=O)N1CCN(c2ccccn2)CC1 (stereo unspecified) | 0.2 | -0.8 | 0.3 | -18.4 | -6.3 | 14.9 | -8.8 | -10.8 | -2.2
CC(C)(C)[C@H]1C=C(C(=O)NCc2nc3ccccc3[nH]2)O[C@@H](OCc2ccc(CO)cc2)C1 | -8.2 | 10.7 | 0.7 | -11.7 | -8.3 | -2.9 | -2.7 | 6.5 | -6.8
O=C1/C(=C\c2ccsc2)N2CCC1CC2 | -3.8 | 6.9 | 3.4 | -22.5 | -5.2 | 1.6 | -3.0 | -4.6 | 0.2
COc1ccc2c(C(=O)c3ccc(Cl)cc3)n(CCCC(N)=O)[n+]([O-])c2c1 | -0.2 | 1.5 | -0.2 | -5.6 | -1.2 | 14.6 | -9.3 | -9.8 | -1.3
CC(C)(C)C(=O)Nc1ccc(N2CCN(c3ccc(C(F)(F)F)cn3)CC2)nc1 | -9.1 | 4.9 | 3.9 | -14.8 | 0.9 | -7.4 | 1.8 | 7.8 | 0.8
Cc1ccc(NC(=O)CN2C(=O)NC(Cc3c[nH]c4ccccc34)C2=O)cc1S(=O)(=O)N1CCCCC1 (stereo unspecified) | -8.7 | 0.5 | 0.1 | -4.9 | -8.0 | 8.6 | -7.5 | -10.4 | -0.9
O=Cc1cn(-c2ccccc2)nc1-c1cc2c(ccc3ccccc32)oc1=O | -1.1 | 1.5 | 0.8 | -11.5 | 0.8 | 6.8 | -10.6 | -8.7 | 5.1
Cc1ccc2nc(-c3ccc(Cl)cc3)c(Cc3cccc(Cl)c3)n2c1 | · | -1.0 | 1.1 | · | · | · | -1.5 | · | -3.0
CCc1cc2c(=O)c(-c3ccon3)c(N)oc2cc1OC | 1.4 | 3.0 | 0.7 | -10.2 | -8.5 | 6.5 | -17.2 | -14.4 | 0.8
Cc1cc(NC(=O)C2CCCC2)n(-c2nc3ccccc3[nH]2)n1 | -3.8 | -1.0 | 0.3 | -26.4 | -3.4 | -0.3 | 7.6 | 2.7 | -6.8
Cc1ccc(C)c(-c2cc(C(=O)NN3CCOCC3)c3ccccc3n2)c1 | -3.7 | 2.8 | 0.2 | -6.6 | -2.2 | 0.4 | 18.6 | 3.5 | -12.7
CCOC(=O)CNC(=O)/C=C/c1c(Cl)cccc1Cl | -7.8 | 0.0 | 0.2 | -6.2 | -7.1 | 5.0 | -4.8 | -1.8 | 14.2

Record cards, as listed above. Values in the order: OXTR potentiator	CHRM4 agonist	M1 ag parental	CHO parental Ca	M1 ag	CHRM1 PAM	CHO-K1 Ca antag	CHRM1 antagonist	CHRM4 antagonist
Cc1ccc2nc(-c3ccc(Cl)cc3)c(Cc3cccc(Cl)c3)n2c1 across the screens: ·	-1.0	1.1	·	·	·	-1.5	·	-3.0
CCOC(=O)CNC(=O)/C=C/c1c(Cl)cccc1Cl across the screens: -7.8	0.0	0.2	-6.2	-7.1	5.0	-4.8	-1.8	14.2
Cc1cc(NC(=O)C2CCCC2)n(-c2nc3ccccc3[nH]2)n1 across the screens: -3.8	-1.0	0.3	-26.4	-3.4	-0.3	7.6	2.7	-6.8
O=Cc1cn(-c2ccccc2)nc1-c1cc2c(ccc3ccccc32)oc1=O across the screens: -1.1	1.5	0.8	-11.5	0.8	6.8	-10.6	-8.7	5.1

Source: PubChem BioAssay
